CHO-K1 Ca antag: M1 antagonist counterscreen hit in parental CHO-K1 cells; 360,000 compounds, 0.6% hits; AID 602250; ATP-induced calcium, Fluo-8 fluorescence; inhibition, % at 3 µM;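 active = inhibition above a per-plate cutoff, the plate's mean sample inhibition plus 3 SD, cut at about 24% in these data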;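 note: 0% = DMSO plus EC80 ATP and 100% = DMSO alone without ATP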
CHRM1 antagonist: antagonists of human M1 muscarinic receptor; P11229; CHO-K1 hM1, Fluo-8 calcium fluorescence, ACh EC80 antagonist; inhibition, % at 3 µM; 360,000 compounds, 1.3% hits; AID 588852;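 active = percent inhibition above its own plate's cutoff, namely the mean of that plate's compound wells plus 3 SD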;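 note: peak over basal fluorescence ratio during 140 s after agonist addition; 0% = ACh EC80 plus DMSO and 100% = DMSO alone without agonist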
Target sequence (P11229 whole entry, looked up): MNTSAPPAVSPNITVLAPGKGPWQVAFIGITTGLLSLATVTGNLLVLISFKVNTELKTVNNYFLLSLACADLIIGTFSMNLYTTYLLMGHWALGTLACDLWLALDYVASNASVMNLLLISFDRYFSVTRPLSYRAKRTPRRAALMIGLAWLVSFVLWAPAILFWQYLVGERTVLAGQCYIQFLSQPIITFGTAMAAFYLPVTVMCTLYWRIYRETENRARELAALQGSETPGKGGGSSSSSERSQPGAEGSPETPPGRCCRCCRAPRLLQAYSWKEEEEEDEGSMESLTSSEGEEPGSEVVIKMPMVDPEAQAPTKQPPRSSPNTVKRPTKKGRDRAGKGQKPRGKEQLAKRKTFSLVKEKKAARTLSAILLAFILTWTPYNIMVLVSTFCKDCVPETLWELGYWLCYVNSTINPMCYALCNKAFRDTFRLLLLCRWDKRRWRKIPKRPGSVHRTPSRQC
CHO-K1 Ca ag: counter-screen for M1 agonists: effect in parental CHO-K1 cells | activation, % at 3 µM | Fluo-8 calcium fluorescence; scaled to maximal ATP response, vehicle zero | AID 602248 | 360,000 compounds, 0.48% hits; in the data active = activation above about 15%;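 note: untransfected CHO-K1 host cells lacking M1 receptor as counterscreen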
CHO-K1 Ca PAM: M1 PAM counterscreen hit in parental CHO-K1 cells | activation, % at 3 µM | AID 602247 | 360,000 compounds, 0.02% hits | ATP EC20, Fluo-8 calcium fluorescence; 0% at ATP EC20, 100% at ATP max;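 active = activation above the run cutoff, the mean activation of all test compounds plus 3 SD, cut at about 40% in these data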;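 note: peak over basal fluorescence ratio in a 140 s read after ATP addition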
TAAR1 antag: antagonists of human TAAR1. Q96RJ0. CHO RD-HGA16 TAAR1, Fluo-8 calcium fluorescence, antagonist. inhibition, % at 3 µM. 360,000 compounds, 1.5% hits;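 active = inhibition above a per-plate cutoff, the mean inhibition of test compounds on that plate plus 3 SD, cut at about 49% in these data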;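 note: 0% = DMSO plus EC80 beta-PEA response and 100% = DMSO alone without agonist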
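Test system: hTAAR1-expressing CHO RD-HGA16 cells, Gα16-coupled; Probe or stimulus: EC80 β-phenethylamine stimulus; Compound dosing: single nominal final test compound concentration of 3 µM; Timing: 140 s kinetic read after compound, 140 s after agonist; Signal: Fluo-8 calcium-sensitive fluorescence; Measure: % inhibition of agonist calcium response; Controls: DMSO and EC80 PEA controls.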
TAAR1 agonist: human TAAR1 agonism; Q96RJ0; CHO RD-HGA16 TAAR1, Fluo-8 calcium fluorescence; vehicle wells 0%, saturating PEA agonist 100%; activation, % at 3 µM; 360,000 compounds, 0.99% hits; AID 624467;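 active = activation above the mean activation of all test compounds in the run plus 3 SD, cut at about 38% in these data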
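Assay system – CHO-derived RD-HGA16 cells with stable Gα16 and human TAAR1 · Compound dosing – one-point dosing at 3 µM (nominal) · Incubation – 17-24 h seeding, 75 min 37 °C dye, 30 min RT · Measured by – kinetic Fluo-8 calcium fluorescence · Control set – DMSO vehicle as 0%, PEA at EC100 as 100% · Repeats – single well for each compound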
OXTR potentiate: human OXTR potentiation. CHO-OTR cells, Fluo-8 calcium fluorescence, potentiator mode; 0% = oxytocin EC15, 100% = EC100. activation, % at 3 µM. 320,000 compounds, 0.061% hits. AID 2445;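 active = activation above that plate's cutoff, the mean activation of tested compounds plus 3 SD, cut at about 6.6% in these data, passing the limit was not always enough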;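 note: 100% uses oxytocin at 75 nM as the full agonist control; some results filed as inactive read as strong as hits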
Target sequence (P30559 whole entry, looked up): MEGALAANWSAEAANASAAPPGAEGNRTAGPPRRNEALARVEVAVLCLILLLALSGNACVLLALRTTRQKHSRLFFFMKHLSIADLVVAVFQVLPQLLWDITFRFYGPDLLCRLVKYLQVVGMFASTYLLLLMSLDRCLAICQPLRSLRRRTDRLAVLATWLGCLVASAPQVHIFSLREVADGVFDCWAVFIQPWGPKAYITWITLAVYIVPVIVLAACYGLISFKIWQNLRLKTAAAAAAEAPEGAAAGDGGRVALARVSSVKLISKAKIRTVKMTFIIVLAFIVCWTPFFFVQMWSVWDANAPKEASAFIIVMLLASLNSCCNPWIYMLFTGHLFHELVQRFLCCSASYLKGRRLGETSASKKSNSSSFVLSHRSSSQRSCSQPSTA
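Material: human OTR in CHO cells. Compound: 3.0 µM, one dose. Timing: compound 6 min at room temperature before oxytocin, 100 s read. Evaluation: % activation of max/min ratio relative to oxytocin controls. Replication: single well per compound, singlicate. Signal: Fluo-8 calcium dye fluorescence.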
CHO parental Ca: counter-screen for OX1R antagonists: effect in parental CHO cells | parental CHO-K1, ATP-induced calcium, Fluo-8 fluorescence | inhibition, % at 5.6 µM | 330,000 compounds, 0.63% hits;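 active = inhibition above that plate's mean sample inhibition plus 3 SD, cut at about 26% in these data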;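 note: 0% = ATP-challenged DMSO wells and 100% = DMSO wells without ATP; some compounds past the cut are filed as inactive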
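material = parental CHO cells | also added = ATP as calcium-mobilizing challenge | dosing = single point at 5.6 µM | detection = intracellular calcium via Fluo-8 no-wash fluorescent dye | read-out = % inhibition | benchmarks = low control ATP plus DMSO, high control DMSO only | repeats = one well per compound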
M1 ag: human M1 muscarinic receptor agonism; P11229; CHO-K1 hM1, Fluo-8 calcium fluorescence, agonist mode; 0% DMSO, 100% acetylcholine EC100; activation, % at 3 µM; 360,000 compounds, 0.33% hits;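 active = activation above the run's mean compound activation plus 3 SD, cut at about 16% in these data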;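 note: peak over basal fluorescence ratio within a 140 s kinetic read after compound addition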
Active calls of the source: *; x = not tested or not shown.

SMILES	CHO-K1 Ca antag	CHRM1 antagonist	CHO-K1 Ca ag	CHO-K1 Ca PAM	TAAR1 antag	TAAR1 agonist	OXTR potentiate	CHO parental Ca	M1 ag
CC(C)(C)NC(=O)Cn1cnc2cc([N+](=O)[O-])ccc2c1=O	-9.0	-8.3	4.9	10.4	-3.9	3.8	-22.0	-7.8	-4.1
O=C(Nc1ccc(C(=O)O)cc1)/C(=C\c1ccc2c(c1)OCO2)NC(=O)c1ccc(Br)cc1	8.5	2.2	-0.3	4.0	5.3	0.5	-1.7	-8.6	-3.5
O=C(COC(=O)CCc1nc2ccccc2c(=O)[nH]1)Nc1ccc(N2CCOCC2)cc1	-11.7	-8.2	0.2	17.1	0.6	5.7	-2.5	-16.2	-2.1
CCN1CCCC1CNC(=O)c1ccc2c(=O)n(CCOC)c(=O)[nH]c2c1 (stereo not given)	-6.5	-7.5	0.4	10.7	-3.2	2.4	-7.6	-8.4	-3.0
COC1=CC(=O)C=C(OC)C1(O)CC(C)=O	-4.2	-16.0	0.6	17.4	-18.8	1.9	x	x	2.0
O=C(N/N=C/c1ccc2c(c1)OCO2)c1ccc2ccccc2n1	3.9	-6.7	1.9	14.6	9.6	2.0	-3.3	-8.7	-6.5
COc1ccc(NC(=O)/C(C#N)=C/c2c(C)nn(-c3ccc(F)cc3)c2Cl)cc1OC	-5.5	-0.5	1.2	10.5	19.2	-0.1	-8.8	-1.2	-5.8
O=C(CNC(=O)Cc1ccccc1)N=Nc1c(O)n(Cc2ccc3c(c2)OCO3)c2ccccc12	-8.2	-10.4	0.1	21.3	-26.5	-2.2	x	x	-1.4
CCCc1nc2c(c(=O)c3ccccc3n2C)c(=O)n1-c1ccc(F)cc1	-13.5	-12.9	0.5	31.4	-6.5	-1.3	5.4	-19.9	-13.6
Cc1cccc(OCC2=N/C(=C\N(C)C)C(=O)O2)c1	-13.4	-26.9	0.0	13.7	-0.2	2.4	-10.6	-9.6	-2.1
Cc1cc(=O)oc2cc(OCC(=O)OC(C)C(=O)Nc3ccc(S(N)(=O)=O)cc3)ccc12 (stereo not given)	0.6	0.6	0.6	2.5	3.0	0.7	1.7	-7.3	-4.3
CC(C)(C)[C@H]1C=C(C(=O)O)O[C@@H](OCc2ccc(CO)cc2)C1	-13.9	1.8	2.8	18.2	9.2	8.1	-5.2	-1.4	-4.5
N#CC(c1ccccc1)c1cnccn1 (stereo not given)	-13.4	-7.6	2.0	16.3	13.9	3.4	-2.1	2.4	-2.6
O=C(NCCN1CCNC1=O)C1CCC(=O)N(CCc2ccccc2)C1 (stereo not given)	-1.9	-5.4	1.0	0.0	1.1	0.6	-7.0	4.8	-2.3
Cc1cccc(NS(=O)(=O)c2ccc(C)c(C(=O)NCc3ccncc3)c2)c1	-5.5	3.5	0.3	-6.3	-26.5	1.6	-11.4	-7.5	-2.3
O=C(c1csc2c1CCCC2)n1cccn1	0.1	-2.9	-0.3	-16.6	-1.3	7.8	4.0	-1.6	-2.1
CCN(CC)S(=O)(=O)c1ccc(N2CCOCC2)c(NC(=O)CN2C(=O)NC(C)(c3ccccc3)C2=O)c1 (stereo not given)	-0.6	-9.7	0.3	14.2	-10.1	0.3	-7.1	-8.2	-4.4
Cn1c(=O)cc(SCC(=O)Nc2cccnc2)c2ccccc21	13.2	6.9	1.1	-5.8	3.6	14.6	-15.4	0.0	-1.7
O=C(NCC1CCCO1)c1ccc(CS(=O)(=O)c2c(Cl)cccc2Cl)o1 (stereo not given)	-2.0	-7.3	0.3	13.3	4.8	1.1	-3.1	-5.4	-1.7
CCOc1ccccc1NC(=O)c1ccoc1C	-6.2	-0.6	-0.2	-3.7	-5.9	2.3	-11.6	-12.6	-3.3
CC1C(=O)N(Cc2ccc([N+](=O)[O-])cc2)c2ccccc2N1C(=O)C1CC1 (stereo not given)	x	x	x	x	-9.3	1.4	-13.0	-7.1	x
Cc1nnc(N=c2ssnc2Cl)o1	10.1	-0.7	-0.7	1.6	19.6	36.6	0.3	-1.8	-0.8
C/C(=N\NC(=O)c1c([N+](=O)[O-])c(C)nn1C)c1ccc(NC(=O)C2CCCC2)cc1	-0.9	2.8	-0.2	-11.0	-3.0	1.3	-0.7	-2.9	-6.6
Cc1ccc(S(=O)(=O)NCCC(=O)NC2CCN(Cc3ccccc3)CC2)cc1	-4.7	-6.1	-0.3	8.5	-35.1	-1.2	0.5	-33.3	-7.8

By substructure: those above with a cyano group.
SMILES	CHO-K1 Ca antag	CHRM1 antagonist	CHO-K1 Ca ag	CHO-K1 Ca PAM	TAAR1 antag	TAAR1 agonist	OXTR potentiate	CHO parental Ca	M1 ag
COc1ccc(NC(=O)/C(C#N)=C/c2c(C)nn(-c3ccc(F)cc3)c2Cl)cc1OC	-5.5	-0.5	1.2	10.5	19.2	-0.1	-8.8	-1.2	-5.8
N#CC(c1ccccc1)c1cnccn1 (stereo not given)	-13.4	-7.6	2.0	16.3	13.9	3.4	-2.1	2.4	-2.6

Continued:
SMILES	CHO-K1 Ca antag	CHRM1 antagonist	CHO-K1 Ca ag	CHO-K1 Ca PAM	TAAR1 antag	TAAR1 agonist	OXTR potentiate	CHO parental Ca	M1 ag
N#CC1=C(N)Oc2c(ccc3cccnc23)C1c1ccncc1 (stereo not given)	-4.9	5.9	-0.3	2.4	8.1	-0.3	-4.4	-15.4	-4.0
Cc1ccc(C(=O)NCCNC(=O)c2cnccn2)cc1	2.6	-3.2	0.3	-11.4	5.4	0.6	-5.5	-9.3	3.3
COc1ccccc1CC(NC(C)=O)C(=O)NC1CCN(C(=O)Nc2ccccc2Cl)CC1 (stereo not given)	-9.4	1.2	-0.5	9.2	-4.1	12.6	-4.6	-12.8	-1.5
O=C(Nn1cnnc1)c1ccc(Cl)cc1	0.6	3.1	0.5	0.2	3.1	0.3	-8.3	2.8	-5.0
CC(C)C[C@H](NC(=O)c1nc[nH]c1C(=O)NCC(=O)OCc1ccccc1)C(=O)OCc1ccccc1	-9.3	20.1	1.9	1.0	66.6*	11.3	-12.1	7.6	-2.8
Cc1ccnc(NS(=O)(=O)c2ccc(NS(=O)(=O)c3ccc([N+](=O)[O-])cc3)cc2)n1	-10.4	-9.1	0.6	14.1	0.6	0.9	-9.5	-7.5	1.3
Cc1ccc(S(=O)(=O)N2CCC(C(=O)NCCN3CCCCCC3)CC2)cc1	-26.3	29.0	-0.2	20.9	-9.6	9.2	-6.5	-7.2	-12.9
COC(=O)C12CCC3(SCCS3)C(C(=O)OC)(CCC13SCCS3)C2	-13.9	-3.4	1.4	9.6	3.0	0.4	-3.3	-3.8	0.4
O=C(COc1ccc([N+](=O)[O-])cc1)Nc1ccc2c(c1)nc1n2CCOC1	-7.7	-5.0	0.8	11.5	1.2	2.0	-3.1	0.5	0.7
Cc1ccc(OCC(=O)c2cc(C)n(Cc3cccs3)c2C)c([N+](=O)[O-])n1	28.3*	19.7	7.0	-11.4	-19.3	1.1	-22.9	25.1	-1.5
CCOC(=O)c1ccc(N2C(=O)CC(Sc3nnc(C)s3)C2=O)cc1 (stereo not given)	-6.7	0.5	-0.1	8.0	-3.9	1.3	-1.7	-8.6	-3.4
N#Cc1c2n(c3c(=O)[nH]cnc13)CCCC2	-1.4	-7.5	-0.1	16.6	3.2	9.2	1.5	2.8	-2.6
Cc1cccc[n+]1CC(=O)c1ccc(Cl)cc1	6.1	-25.2	0.2	-10.6	2.0	4.5	-1.5	-3.9	-9.7
NC(=O)[C@@H]1CCCN1Cc1c(C(=O)N2CCN(C3CCCCC3)CC2)nc2ccccn12	-6.3	-9.3	1.0	-11.1	-15.3	2.2	-2.0	-8.2	-4.8
Cc1ccccc1CC1(CO)CCCN(C(=O)c2ccc3ncccc3c2)C1 (stereo not given)	0.3	9.2	1.7	-7.9	11.2	10.4	-4.3	-23.0	-13.2
O=C(Nc1ccncc1)c1ccc(C(=O)Nc2ccncc2)cc1	3.5	-1.4	0.2	-10.5	-7.7	3.8	-15.0	-1.4	-0.2
Cc1ccc2oc(-c3cccc(NC(=S)NC(=O)c4cccs4)c3)nc2c1	-10.1	-7.1	1.0	16.6	-11.9	0.1	6.0	1.9	1.8
CC(=O)Nc1ccc(C(=O)OCc2ccc(F)cc2Cl)cc1	2.6	-3.3	1.6	4.1	5.0	10.8	-11.0	-7.4	0.9
CCN(c1ccc(OC)cc1)S(=O)(=O)N1CCCC(C(=O)NCc2ccccc2Br)C1 (stereo not given)	8.4	2.4	10.3	-21.6	-22.9	5.2	-12.4	-18.2	-1.3
CCCCCC(=O)NN1C(=S)N(c2ccc(OC)cc2)C(=O)C1CC(=O)Nc1ccccc1 (stereo not given)	6.5	-7.7	-0.1	-18.1	-25.2	-0.6	-3.7	15.6	-5.0
Cc1ccc(C2C(C#N)=C(N)Oc3n[nH]c(-c4cccs4)c32)s1 (stereo not given)	-2.7	-8.6	-0.1	1.6	2.6	3.7	-9.6	-2.5	-2.5
Cc1ccc(C2NC(c3ccc(C)cc3)C(C)C(=NO)C2C)cc1 (stereo not given)	-17.2	26.0	0.1	8.0	21.4	-0.8	1.1	-16.6	-11.8
Cc1ccc(-n2ncc3c(NCc4ccc5c(c4)OCO5)ncnc32)c(C)c1	-4.8	1.6	1.8	19.0	10.4	8.6	-10.8	-5.7	-3.0
CCC(C)(C)C1CCC(=NNc2nc3ccccc3[nH]2)CC1 (stereo not given)	-0.1	-7.5	0.2	8.0	2.7	6.6	-4.9	-20.9	-6.3
CCCSC(=S)NC1CCS(=O)(=O)C1 (stereo not given)	2.0	-6.2	0.4	5.0	-6.6	0.3	5.1	-6.5	-4.4
Cc1cc(C)cc(NC(=O)c2ccc(NC(=O)C3C4CC5OC(=O)C3C5C4)cc2)c1 (stereo not given)	-8.6	2.1	0.4	-5.7	-2.1	2.0	-4.2	-12.0	-2.4
CC(=O)n1c(C=Nc2ccc(Cl)cc2)c(O)c2ccccc21	-10.3	6.3	0.2	-5.5	-14.2	3.1	-1.4	-10.1	-1.9
O=C(c1ccccc1)c1ccc(OCC(O)CNC2CCCc3ccccc32)cc1 (stereo not given)	-6.3	-4.4	2.7	23.4	-22.2	18.9	-3.9	-21.7	-6.2
c1ccc(CN2CCN(c3ncccn3)CC2)cc1	1.9	13.2	-0.1	-15.6	-14.5	0.5	-2.0	-14.9	-5.9

Records listed so far that bear a hit mark in TAAR1 antag:
Compound | CHRM1 antagonist | TAAR1 antag | OXTR potentiate | M1 ag
CC(C)C[C@H](NC(=O)c1nc[nH]c1C(=O)NCC(=O)OCc1ccccc1)C(=O)OCc1ccccc1 | 20.1 | 66.6* | -12.1 | -2.8
